Assay outcomes from PubChem BioAssay.
LNCaP diff act: activators of LNCaP prostate cell differentiation, primary screen, flow cytometry side scatter; 4 d; side scatter shift, % at 10 µM; 0.56% of 24,000 active; AID 795, 2007;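 active = side scatter shift above 30%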;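 note: androgen-responsive LNCaP prostate cancer cells in charcoal-stripped serum medium; percent of cells past a gate set so DMSO wells show 10% shift; higher shift means more granular cells and more differentiation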
Autofluor Jurkat: compound autofluorescence on Jurkat cells, primary screen, artefact control for VLA-4 allosteric ligand project, cell-based, flow cytometry | hits give high values; 1 = vehicle-only cell background | fluorescence ratio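 (tested at 10 µM compound in the well)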 | 0.61% of 24,000 active | AID 576, 2007;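 active = fluorescence ratio above 2.44, which is 1 plus 3 SD of all ratios; inconclusive = signal too bright to measure linearly, ratio around 10 or more; inactive = fluorescence ratio below 2.44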;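 note: green fluorescence of cells measured with 488 nm excitation and 530 nm emission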
VLA-4 allo ag: enhancers of LDV-FITC binding to VLA-4 integrin, primary screen, Jurkat cells, flow cytometry; Integrin alpha-4 (Homo sapiens), P13612; activation, % at 10 µM (by protocol); 24,000 tested, under 10 active; AID 528, 2006;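 active = fluorescent ligand binding to cells raised by more than 40% of the manganese-induced maximum; inconclusive = compound's own fluorescence above 85% of the ligand control signal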;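 note: 0% = ligand binding without compound and 100% = manganese-stimulated maximal binding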
Target sequence (P13612 whole entry, looked up): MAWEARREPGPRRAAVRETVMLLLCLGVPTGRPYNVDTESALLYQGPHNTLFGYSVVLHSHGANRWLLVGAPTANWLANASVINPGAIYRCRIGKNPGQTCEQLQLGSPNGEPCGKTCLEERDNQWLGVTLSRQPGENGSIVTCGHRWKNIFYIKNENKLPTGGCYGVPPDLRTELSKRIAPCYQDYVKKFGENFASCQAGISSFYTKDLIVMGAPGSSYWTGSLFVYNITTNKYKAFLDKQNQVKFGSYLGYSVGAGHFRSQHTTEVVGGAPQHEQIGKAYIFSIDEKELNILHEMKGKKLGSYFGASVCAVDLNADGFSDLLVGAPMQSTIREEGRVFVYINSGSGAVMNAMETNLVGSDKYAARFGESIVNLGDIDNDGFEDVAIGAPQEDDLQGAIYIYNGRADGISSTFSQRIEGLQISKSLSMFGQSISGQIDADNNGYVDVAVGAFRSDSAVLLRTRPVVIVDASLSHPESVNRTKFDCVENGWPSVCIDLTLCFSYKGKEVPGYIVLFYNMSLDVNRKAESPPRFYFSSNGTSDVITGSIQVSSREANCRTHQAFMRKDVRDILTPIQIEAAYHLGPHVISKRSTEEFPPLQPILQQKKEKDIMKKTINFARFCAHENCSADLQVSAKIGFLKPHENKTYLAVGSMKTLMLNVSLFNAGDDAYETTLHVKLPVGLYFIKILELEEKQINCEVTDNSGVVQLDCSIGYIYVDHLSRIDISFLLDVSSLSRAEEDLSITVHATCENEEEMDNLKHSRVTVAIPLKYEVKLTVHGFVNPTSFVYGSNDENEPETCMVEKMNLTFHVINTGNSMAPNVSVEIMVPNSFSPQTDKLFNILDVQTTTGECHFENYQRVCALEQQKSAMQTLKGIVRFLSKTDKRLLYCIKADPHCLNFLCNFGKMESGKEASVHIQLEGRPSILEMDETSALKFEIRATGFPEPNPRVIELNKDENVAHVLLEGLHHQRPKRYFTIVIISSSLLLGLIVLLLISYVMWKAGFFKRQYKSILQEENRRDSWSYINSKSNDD
VLA-4 antagonist: inhibitors of LDV-FITC binding to Mn2+-activated VLA-4, primary screen, Jurkat cells | Integrin alpha-4 (Homo sapiens), P13612 | LDV-FITC binding with Mn2+, flow cytometry; 100% = Mn2+-driven binding gain fully reversed | inhibition, % at 10 µM (by protocol) | 0.2% of 24,000 active;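 active = inhibition above 50%; inconclusive = compound itself fluorescent, judged against control cell fluorescence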;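 note: 0% = Mn2+ stimulated cells lacking compound and 100% = ligand binding without Mn2+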
Numbers without * were called inactive; ? = inconclusive.

Order of results – VLA-4 antagonist	LNCaP diff act	Autofluor Jurkat	VLA-4 allo ag
- O=C1C=C(OCc2ccccc2)CN1
→ 40	10	1.1	3
- O=C(O)COc1ccc(S(=O)(=O)NCCc2ccccc2)cc1
→ -12	2	1	1
- CCOC(=O)N1CCN(C(=O)C2CC(c3ccc(F)cc3)=NO2)CC1 (centres undefined)
→ -8	2	1	6
- CCOC(=O)N1CCC(NC(=O)CCC(=O)N2CC(C)Oc3ccc(C)cc32)CC1 (centres undefined)
→ 7	8	1.2	-7
- Cc1ccc(Cl)cc1NC(=O)Cn1cccc1
→ -36	3	1	6
- O=C(COC(=O)CCc1c[nH]c2ccccc12)NC1CCS(=O)(=O)C1 (centres undefined)
→ -20	16	0.99	0
- CCN(CC)C(=O)c1cncc(C(=O)N(CC)CC)c1-c1ccccc1
→ 0	4	0.99	3
- COc1ccc(OC)c(NC(=O)C2CCCN2C(=O)OCc2ccccc2)c1 (centres undefined)
→ -25	11	1	0
- Cc1cc(NCc2ccc(F)cc2Cl)n2nnnc2n1
→ -1	9	1.2	-2
- CC(=O)N1CCCc2cc(S(=O)(=O)Nc3ccc4c(c3)OCO4)ccc21
→ ?	4	1.2	?

Remaining list, next part:
Order of results – VLA-4 antagonist	LNCaP diff act	Autofluor Jurkat	VLA-4 allo ag
- CCOC(=O)N1CCC(NC(=O)c2cc3c(-c4ccc(OC)c(OC)c4)nn(C)c3s2)CC1
→ 3	6	1.1	-11
- Cc1cccc(CS(=O)(=O)Cc2ccc(C(=O)NCc3cccnc3)o2)c1
→ -14	10	1	2
- CC1CCCN(CCCNC(=O)C2CC(=O)N(c3ccc(F)c(Cl)c3)C2)C1 (centres undefined)
→ -15	1	0.99	-5
- NNC(=O)c1ccncc1
→ -12	6	0.96	-2
- COc1ccc(OC)c(NC(=O)CCn2cccc2)c1
→ -1	5	1.1	0
- CCOc1ccc(NC(=O)Nc2ccc3c(c2)N(C)C(=O)CS3)cc1
→ 14	5	1.2	-6
- OCC1N=C(c2ccccn2)OC1c1ccccc1 (centres undefined)
→ ?	5	1.1	?
- Brc1cccc(-c2nnc(SCc3ccon3)n2-c2ccccc2)c1
→ ?	5	1.2	?
- Cn1c(Cn2c(=O)sc3ccccc32)nnc1SCc1cccnc1
→ -4	13	0.97	4
- Cc1nc2ccc(S(=O)(=O)NCC(=O)N3CCCC(C)C3)cc2s1 (centres undefined)
→ 4	15	0.95	5

Next part
Order of results – VLA-4 antagonist	LNCaP diff act	Autofluor Jurkat	VLA-4 allo ag
- CCOC(=O)N1CCC(N2C(=O)c3ccc(C(=O)NCc4ccc(F)cc4)cc3C2=O)CC1
→ 12	9	1	-1
- COc1nc(NCC(C)C)nc(Oc2ccc(=O)n(-c3ccccc3)n2)n1
→ 0	7	0.92	-4
- Brc1ccc(Oc2nnnn2-c2ccccc2)cc1
→ -37	2	1.1	1
- CC1(C)OC(=O)C(=CNC(CCC(N)=O)C(=O)O)C(=O)O1 (centres undefined)
→ -5	6	1.1	-1
- COC(=O)c1ccc(N2C(=O)CC(N3CCN(C(=O)c4ccco4)CC3)C2=O)cc1 (centres undefined)
→ -16	2	1	0
- CCCCn1c(N(CCOC(C)=O)C(C)=O)nc2ccccc21
→ 3	8	0.97	1
- CCNC(=O)N(C)c1nncnc1C(=O)NC
→ 0	4	0.93	-6
- COc1cc2nc(N3CCN(C(=O)C4CCCO4)CC3)nc(N)c2cc1OC (centres undefined)
→ -13	2	0.98	0
- Cc1cc(C)cc(N(C(=O)c2ccc3c(c2)OCO3)C2C=CS(=O)(=O)C2)c1 (centres undefined)
→ -15	15	1	-9
- Cc1c(C(=O)NCCN2CCOCC2)oc2ccc(S(=O)(=O)N3CCCCCC3)cc12
→ -3	6	1.1	?

Two consecutive entries already listed, quoted:
Order of results – VLA-4 antagonist	LNCaP diff act	Autofluor Jurkat	VLA-4 allo ag
- CCOC(=O)N1CCC(N2C(=O)c3ccc(C(=O)NCc4ccc(F)cc4)cc3C2=O)CC1
→ 12	9	1	-1
- COc1nc(NCC(C)C)nc(Oc2ccc(=O)n(-c3ccccc3)n2)n1
→ 0	7	0.92	-4

Continued.
Order of results – VLA-4 antagonist	LNCaP diff act	Autofluor Jurkat	VLA-4 allo ag
- COc1cccc(NC(=O)COC(=O)c2ccco2)c1
→ -22	10	1	2
- COc1ccccc1NC(=O)CSc1nnc(-c2ccccc2)o1
→ -22	8	1.1	-4
- COC(=O)c1ccc(-c2nn(C)c(=O)c3ccccc23)cc1
→ -3	6	1	0
- Cc1csc(NC(=O)CCS(=O)(=O)c2ccc(Br)cc2)n1
→ -1	5	1.1	2
- Cc1ccc(-c2nnn(CC(=O)N(Cc3cccs3)C(C(=O)NC(C)(C)C)c3ccc(C)o3)n2)o1 (centres undefined)
→ -6	7	1.1	-1
- Cc1cc(Nc2ccc(N3CCC(C)CC3)cc2)n2ncnc2n1
→ -6	10	1	2
- Cc1ccc(-n2c(Cc3cccn3C)nnc2SCC(=O)N2CCc3ccccc32)cc1
→ -4	13	1.1	-3
- O=C(Nc1ccc(F)cc1F)N1CCN(c2ncccn2)CC1
→ ?	5	0.9	?
- CCOc1ccc(N(CC(=O)Nc2nccs2)S(=O)(=O)c2c(C)noc2C)cc1
→ -11	3	0.99	4
- O=C(CCN1C(=O)c2ccccc2C1=O)OCN1C(=O)c2ccccc2C1=O
→ -34	14	1	-5

New compounds follow
Order of results – VLA-4 antagonist	LNCaP diff act	Autofluor Jurkat	VLA-4 allo ag
- CCOc1ccccc1NC(=O)C1CCC(CNc2c(N3CCOCC3)c(=O)c2=O)CC1 (centres undefined)
→ 2	12	1	-1
- CCN(CCCNC(=O)COc1cc(=O)n(CC)c2ccccc12)Cc1ccccc1
→ 8	4	1.1	1
- Cc1ccc(C)c(NC(=O)CS(=O)(=O)c2c[nH]c3ccccc23)c1
→ -23	3	0.95	0
- COc1cccc(CN2C(=O)CCC2(C)C(=O)NC2CCCCC2)c1 (centres undefined)
→ 4	16	0.98	9
- COc1ccc(-c2nc(CSCC(=O)NCc3ccc4c(c3)OCO4)c(C)o2)cc1OC
→ 4	6	1.2	-6
- COc1ccc(-n2nc(C(=O)NCC(=O)NCC3CCCO3)c3ccccc3c2=O)cc1 (centres undefined)
→ -12	3	0.96	2
- Cc1cc(C)cc(NC(=O)CCNS(=O)(=O)c2ccc3c(c2)oc(=O)n3C)c1
→ -4	5	1.2	3
- COC(=O)c1ccc(NS(=O)(=O)c2ccc3c(c2)oc(=O)n3C)cc1
→ -6	8	1.1	5
- COc1c(C)cc(Br)cc1C(=O)Nc1cccc(-c2nc3ncccc3o2)c1
→ ?	6	1.3	?
- Cc1cc(NC(=O)c2cc(C(C)C)on2)no1
→ 1	0	1	4

(listing goes on)
Order of results – VLA-4 antagonist	LNCaP diff act	Autofluor Jurkat	VLA-4 allo ag
- CC1CCCCN1C(=O)Cn1c(=O)n(C2CCCCC2)c(=O)c2ccccc21 (centres undefined)
→ -2	6	1.1	-1
- CCCc1cc(C(N)=O)c(NC(=O)c2ccco2)s1
→ -25	16	1	7
- CCOC(=O)N1CCC(NC(=O)CN2C(=O)CSc3ncccc32)CC1
→ -10	4	0.92	5
- COc1ccc(S(=O)(=O)Cc2ccc(C(=O)NC3CC3)o2)cc1
→ -1	2	1	4
- Cc1cc(C(F)(F)F)c2c(C)nn(CCc3nn[nH]n3)c2n1
→ 2	13	1.1	2
- Cc1ccc2c(c1)NC(=O)C(CC(=O)NCCCN1CCCC1)O2 (centres undefined)
→ ?	11	1.1	?
- Cc1cc(C)c2c(-n3cccc3)c(C(=O)O)sc2n1
→ ?	7	1.1	?
- COc1ccc(C(=O)N(Cc2nc(-c3ccc(C)cc3)no2)C(C)C)cc1OC
→ 12	9	1.1	-11
- CCCCN(CC)CCNC(=O)Cn1cnc2sc(C)c(S(=O)(=O)N3CCOCC3)c2c1=O
→ 5	3	0.9	6
- CC1CCCN(C(=O)c2cc(F)c(F)cc2Cl)C1 (centres undefined)
→ -26	6	1.1	6

Compound profiles, as listed above. Order of values: VLA-4 antagonist	LNCaP diff act	Autofluor Jurkat	VLA-4 allo ag
`COc1ccc(S(=O)(=O)Cc2ccc(C(=O)NC3CC3)o2)cc1` is listed as -1	2	1	4
`CC1CCCCN1C(=O)Cn1c(=O)n(C2CCCCC2)c(=O)c2ccccc21` (centres undefined) is listed as -2	6	1.1	-1

The list continues.
Order of results – VLA-4 antagonist	LNCaP diff act	Autofluor Jurkat	VLA-4 allo ag
- C(/CCc1ccccc1)=N\n1cnnc1
→ -22	3	1.1	8
- O=C(O)c1c2c(nc3ccc(S(=O)(=O)N4CCC(C(=O)NC5CCCC5)CC4)cc13)CCCCC2
→ ?	4	0.93	2
- CCN(CCNC(=O)C1CCCN(S(=O)(=O)c2cnc[nH]2)C1)c1ccccc1 (centres undefined)
→ 5	12	1.1	-6
- Cc1ccc(OC(=O)c2ccc(C)c(C)c2)cn1
→ -30	8	1	7
- CCCCOc1ccc(-c2nnn(CC(=O)Nc3ncc(CC(=O)OCC)s3)n2)cc1
→ 94*	9	1	-34
- CC1=C(C(=O)Nc2ccccc2)C(c2ccncc2)n2nnnc2N1 (centres undefined)
→ -1	9	0.9	7
- COc1ccc(S(=O)(=O)N2CCN(S(=O)(=O)c3ccc4c(c3)OCCO4)CC2)cc1C
→ -3	15	1	0
- COc1ccc(NC(=O)C2CC(c3ccc(OC)c(OC)c3)=NO2)cc1OC (centres undefined)
→ 16	8	0.98	-1
- O=C(CN1CCN(c2nc(-c3ccc(Cl)cc3)cs2)CC1)NCc1ccco1
→ -3	13	1.6	0
- COCCNC(=O)Cn1cnc2ccc(S(=O)(=O)N3CCC(C)CC3)cc2c1=O
→ ?	11	1	?

(listing goes on)
Order of results – VLA-4 antagonist	LNCaP diff act	Autofluor Jurkat	VLA-4 allo ag
- CCOC(=O)CCN(Cc1cccs1)S(=O)(=O)c1ccc(Cl)cc1
→ ?	3	1.1	?
- Cc1ccc2cc3cc(C(=O)N4CC(C)CC(C)C4)oc3nc2c1 (centres undefined)
→ 3	7	0.99	1
- N=c1c[n+](-c2ccc(Cl)cc2)[n-]o1
→ -6	4	0.91	3
- O=C(NC(Cc1c[nH]c2ccccc12)C(=O)O)c1ccccc1 (centres undefined)
→ -2	7	1	11
- O=C(CCCN1CC=C(n2c(=O)[nH]c3ccccc32)CC1)c1ccc(F)cc1
→ -14	10	1.1	0
- FC(F)(F)c1cc(-c2ccccc2)nc(N2CCCCC2)n1
→ -14	6	0.94	-1
- O=C1COc2ccc(C(=O)COC(=O)CCc3ccc(S(=O)(=O)N4CCOCC4)cc3)cc2N1
→ -12	9	1.1	2
- COc1ccc(N2C(=O)NC3CC2(C)Oc2ccc(Br)cc23)cc1OC (centres undefined)
→ -25	13	0.93	-21
- CC(=O)N1CCN=C1SCc1ccc(Cl)cc1
→ 29	7	0.89	2
- Cn1c(=O)c2c(nc(NCCNC(=O)c3ccco3)n2Cc2ccccc2Cl)n(C)c1=O
→ -10	7	1	-2

Remaining list, next part.
Order of results – VLA-4 antagonist	LNCaP diff act	Autofluor Jurkat	VLA-4 allo ag
- COC(=O)Nc1cc(C)nc2ccccc12
→ 3	9	1.2	1
- O=C(NCc1cccnc1)NC1(c2ccccc2)CC1
→ 1	8	1	2
- Cc1cc(N(CN2CCCC2=O)C(=O)c2ccccc2)no1
→ 7	7	1	-5
- COc1ccccc1NC(=O)CCNC(=O)Cn1ccc2ccccc2c1=O
→ 19	2	1	3
- O=c1cc(CSc2ccccn2)c2ccccc2[nH]1
→ ?	9	1.2	?
- CC1CCCN(CCC(=O)c2ccc(Br)cc2)C1 (centres undefined)
→ -1	6	1	1
- COc1ccc(NC(=O)C2CCCN(S(=O)(=O)c3cccc4cccnc34)C2)c(OC)c1 (centres undefined)
→ 12	12	1.1	-5
- O=C(Nc1ccc(Cl)c(Cl)c1)N(Cc1cccnc1)Cc1ccco1
→ -7	10	1	1
- COc1ccc2cc(CCNC(=O)C3CC3)c(=O)[nH]c2c1
→ ?	13	1.1	?
- O=C(CSCCc1ccccn1)Nc1cccnc1
→ -14	7	1.1	6

New compounds follow:
Order of results – VLA-4 antagonist	LNCaP diff act	Autofluor Jurkat	VLA-4 allo ag
- COc1cccc(-n2ccnc2SCC(=O)N2CCc3ccccc32)c1
→ -7	4	1.1	2
- COc1ccc(C2/C(=C(/O)c3ccccc3)C(=O)C(=O)N2CO)cc1 (centres undefined)
→ -24	8	1	4
- CCOc1ccc(-c2nc(CSCC(=O)NCc3ccco3)c(C)o2)cc1
→ 12	14	1.1	-4
- Cc1ccc(C2CC(C(F)(F)F)n3nc(C(=O)NCCN4CCOCC4)cc3N2)cc1 (centres undefined)
→ -11	10	1	2
- CCN(CC)c1ccc(NC(=O)CN2CCN(CC(=O)Nc3ccccc3F)CC2)cc1
→ 7	6	1	-8

This is a subset; rates above refer to the full screens.
